Screening results from PubChem BioAssay.
S100A4 inh HTS – inhibitors of human S100A4 binding to myosin IIA peptide; P26447; S100A4/TAMRA-MyoIIA peptide fluorescence polarization; 0.14% of 360,000 active; inhibition, % at 10.7 µM; AID 652163;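 active = mean inhibition of at least 70% across replicates, with every replicate also reaching that level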
Target sequence (P26447 whole entry, looked up): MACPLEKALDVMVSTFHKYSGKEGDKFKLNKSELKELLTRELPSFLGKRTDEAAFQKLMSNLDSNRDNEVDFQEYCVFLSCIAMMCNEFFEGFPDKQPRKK
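Assay system: human S100A4 monomer with TAMRA-labelled myosin IIA peptide / Buffer or medium: Calcium-containing HEPES buffer, pH 7.2 / Reagent: TAMRA-labelled myosin IIA heavy-chain peptide probe, 5 nM / Compound: one dose per compound / Timing: polarization read 5 min after assay mix addition, stable 5–60 min / Benchmarks: neutral control DMSO, positive control TFP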
ERp5 block – ERp5 (human) disulfide isomerase inhibition | ERp5 insulin aggregation, absorbance 650 nm, 90 min | 0.05% of 350,000 active | inhibition, % at 9.99 µM | Q15084;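 active = mean replicate inhibition above about 25%, with every replicate also reaching it, limit read from the data, passing the limit was not always enough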
PglD inh – inhibitors of Campylobacter jejuni PglD acetyltransferase; purified PglD enzyme, DTNB colorimetric CoA detection; inhibition, % at 12.5 µM; 0.098% of 360,000 active; in the data active = inhibition above about 16%, passing the limit was not always enough; note: strong numbers were not always called active
SIRT5 block – inhibitors of human sirtuin-5 desuccinylase; Q9NXA8; Purified SirT5, succinyl-peptide AMC, trypsin-coupled fluorescence; inhibition, % at 15 µM; 1.1% of 330,000 active; in the data active = inhibition above about 15%
Target sequence (Q9NXA8 whole entry, looked up): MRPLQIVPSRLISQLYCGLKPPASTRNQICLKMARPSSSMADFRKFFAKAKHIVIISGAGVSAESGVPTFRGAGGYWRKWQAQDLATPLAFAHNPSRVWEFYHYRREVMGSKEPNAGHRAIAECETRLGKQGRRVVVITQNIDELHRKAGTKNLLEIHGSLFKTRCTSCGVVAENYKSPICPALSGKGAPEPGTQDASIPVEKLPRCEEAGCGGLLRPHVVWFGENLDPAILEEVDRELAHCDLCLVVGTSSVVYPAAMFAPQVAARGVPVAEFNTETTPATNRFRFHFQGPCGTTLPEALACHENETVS
E-sel inducer – E-selectin induction on HUVECs; P16581; HUVEC E-selectin immunofluorescence imaging; normalized: neutral wells 0, TNF-alpha wells 100; activation, % at 7.58 µM; 0.37% of 260,000 active; AID 686992;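 active = mean E-selectin-positive cell signal at least 10% of the positive control, reached in at least 60% of replicates, without over 20% cell loss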;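 note: in these data hits start at about 27%; measured in HUVEC primary endothelial cells; signal is the percent of cells scored E-selectin positive by PE staining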
Target sequence (P16581 whole entry, looked up): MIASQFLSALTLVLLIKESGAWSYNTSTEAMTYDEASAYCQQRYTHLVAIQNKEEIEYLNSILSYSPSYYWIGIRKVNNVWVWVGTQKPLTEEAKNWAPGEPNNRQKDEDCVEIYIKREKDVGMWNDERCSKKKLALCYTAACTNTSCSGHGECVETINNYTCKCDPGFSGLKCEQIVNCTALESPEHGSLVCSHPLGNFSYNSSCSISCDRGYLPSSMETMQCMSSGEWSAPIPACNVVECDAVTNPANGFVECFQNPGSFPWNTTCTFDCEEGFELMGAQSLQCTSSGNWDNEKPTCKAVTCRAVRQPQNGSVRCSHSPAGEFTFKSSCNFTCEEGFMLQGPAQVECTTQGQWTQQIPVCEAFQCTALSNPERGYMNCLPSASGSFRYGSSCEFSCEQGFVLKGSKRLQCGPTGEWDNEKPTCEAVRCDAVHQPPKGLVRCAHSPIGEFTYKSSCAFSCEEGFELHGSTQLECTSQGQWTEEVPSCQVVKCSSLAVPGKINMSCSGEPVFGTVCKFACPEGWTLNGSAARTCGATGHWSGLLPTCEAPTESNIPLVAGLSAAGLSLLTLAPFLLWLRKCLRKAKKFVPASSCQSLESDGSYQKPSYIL
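Assay system: HUVEC, human umbilical vein endothelial cells / Amount: 3,000 HUVEC/well / Controls: TNF-alpha positive control, DMSO neutral control / Compound dosing: single concentration / Medium: EGM-2 over gelatin coat / Evaluation: percent E-selectin-positive cells / Signal: immunofluorescence imaging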
C2C12 statin – suppression of simvastatin myotoxicity | C2C12 myotubes + simvastatin, ATP luminescence, 48 h; scaled: DMSO 0, geranylgeraniol control 100 | rescue of ATP level, % at 7.49 µM | 0.78% of 330,000 active | AID 602340;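 active = mean ATP rescue above about 67%, or every replicate alone reaching that limit, limit read from the data, passing the limit was not always enough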;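 note: myotubes were challenged with 10 µM simvastatin during compound exposure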
DENV2 CPE rescue – inhibitors of DENV2 cytopathic effect; CPE inhibition, % at 9.99 µM; 1.7% of 350,000 active; DENV2-infected cells, cytopathic effect rescue, plate reader; in the data active = CPE inhibition above about 20%, passing the limit was not always enough; tested in BHK-21 cells;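 note: 0% = median of neutral control wells and 100% = median of positive control wells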
* = called active by the depositor; & = joins results of further samples. The list is partial; the hit share may differ from the screen's.

`Cc1ccc(N(CC(=O)N2CCCCCC2)S(=O)(=O)c2ccccc2)cc1` gave S100A4 inh HTS -8.5, ERp5 block 4.1, PglD inh 0.4, SIRT5 block -0.7, C2C12 statin 1.5 and DENV2 CPE rescue 0.6.
For CCCOc1ccc(/C=N/Nc2ccccn2)cc1OC the results were S100A4 inh HTS 1.9, ERp5 block -3.9, PglD inh 6.1, SIRT5 block -8.4, E-sel inducer 0.4, C2C12 statin -31.6 and DENV2 CPE rescue 11.7.
Screening O=C(c1ccc(-c2cc(O)c3ncccc3c2)cc1)N1CCNCC1 returned S100A4 inh HTS 21.1, ERp5 block -8.0, PglD inh 0.8, SIRT5 block -1.1, E-sel inducer 0.2 and C2C12 statin 23.6.
Screening COC(=O)c1cccc(NC(=O)c2nn(C)c(=O)c3ccccc23)c1 returned PglD inh 0.7, E-sel inducer 0.6 and C2C12 statin -3.8.
Screening CN(C)CC(=O)N[C@@H]1CC[C@@H](CCn2cc(C3CCCCC3)nn2)O[C@@H]1CO returned S100A4 inh HTS 6.7, ERp5 block -2.1, PglD inh -0.3, SIRT5 block -2.4, E-sel inducer -0.5, C2C12 statin 2.9 and DENV2 CPE rescue -8.2.
Screening O=C(C1CC1)N1CC(=O)N2[C@H](CO)[C@@H](c3ccc(C#CCc4ccccc4)cc3)[C@H]2C1 returned S100A4 inh HTS 3.9, ERp5 block 0.9, SIRT5 block -1.4, E-sel inducer 0.1 and DENV2 CPE rescue -4.4.
Screening COc1ccc(C(=O)NC(C)c2nnc(SCC(=O)NC3CCCC3)n2C)cc1 (stereo not given) returned S100A4 inh HTS -2.3, ERp5 block -2.4, PglD inh -0.5, SIRT5 block 3.0, C2C12 statin 5.0 and DENV2 CPE rescue -1.1.
Screening O=C(Nc1nnc(-c2ccc(Br)cc2)o1)C1=COCCO1 returned S100A4 inh HTS 2.9, ERp5 block -2.6, PglD inh 0.7, SIRT5 block -0.5, C2C12 statin -4.0 and DENV2 CPE rescue -1.3.
`Cc1c2ccccc2nc2c(F)c(N(C)C)c(F)c(F)c12` gave PglD inh 0.7, E-sel inducer 1.9 and C2C12 statin 4.5.
Screening COc1ccc(CC(=O)OCc2nnc(-c3ccccc3)o2)cc1 returned S100A4 inh HTS -4.4, ERp5 block -5.3, SIRT5 block -4.5, E-sel inducer 1.9 and DENV2 CPE rescue -2.8.
`O=C(N/N=C/c1cccc2ccccc12)c1cccs1` gave S100A4 inh HTS -1.2, ERp5 block 1.4, PglD inh -1.4, SIRT5 block 17.9*, E-sel inducer 0.3, C2C12 statin 14.1 and DENV2 CPE rescue 13.3.
`O=C(C1=C[C@@H](c2ccc(C(F)(F)F)cc2)C[C@@H](OCCCCO)O1)N1CCOCC1` gave S100A4 inh HTS 1.8&-1.3, ERp5 block 0.7&0.3, PglD inh 4.3, SIRT5 block -0.7, E-sel inducer 0.0, C2C12 statin -2.3 and DENV2 CPE rescue -7.7&-4.3.
For CCOC(=O)CC(NC(=O)c1ccc(C)cc1)c1ccc(OC)cc1 (stereo not given) the results were S100A4 inh HTS -0.7, ERp5 block 2.6, PglD inh 5.9, SIRT5 block -3.2, E-sel inducer 0.3, C2C12 statin 7.3 and DENV2 CPE rescue 3.8.
For CCCN1CN(Cc2ccco2)c2nc3ccccc3n2C1 the results were S100A4 inh HTS 11.3, ERp5 block -0.3, PglD inh -1.5, SIRT5 block 2.9 and C2C12 statin 88.8*.
CCOc1ccccc1N1C(=O)CC(Sc2ncccc2C(=O)O)C1=O (stereo not given) was read as S100A4 inh HTS -0.5, ERp5 block -54.5, PglD inh -2.0, SIRT5 block -5.0, C2C12 statin -3.6 and DENV2 CPE rescue -8.5.

An excerpt from further up, as a working copy:
For CCCN1CN(Cc2ccco2)c2nc3ccccc3n2C1 the results were S100A4 inh HTS 11.3, ERp5 block -0.3, PglD inh -1.5, SIRT5 block 2.9 and C2C12 statin 88.8*.
CCOc1ccccc1N1C(=O)CC(Sc2ncccc2C(=O)O)C1=O (stereo not given) was read as S100A4 inh HTS -0.5, ERp5 block -54.5, PglD inh -2.0, SIRT5 block -5.0, C2C12 statin -3.6 and DENV2 CPE rescue -8.5.

The main list resumes; the 2 compounds before the break are reprinted first.
For CCCN1CN(Cc2ccco2)c2nc3ccccc3n2C1 the results were S100A4 inh HTS 11.3, ERp5 block -0.3, PglD inh -1.5, SIRT5 block 2.9 and C2C12 statin 88.8*.
CCOc1ccccc1N1C(=O)CC(Sc2ncccc2C(=O)O)C1=O (stereo not given) was read as S100A4 inh HTS -0.5, ERp5 block -54.5, PglD inh -2.0, SIRT5 block -5.0, C2C12 statin -3.6 and DENV2 CPE rescue -8.5.
For C[C@H](CO)N1C[C@H](C)[C@@H](CN(C)C(=O)Nc2ccccc2)Oc2cc(C#Cc3ccccc3)ccc2S1(=O)=O the results were S100A4 inh HTS -4.2, ERp5 block -1.2, PglD inh -1.6, SIRT5 block 0.4, E-sel inducer -0.1, C2C12 statin 18.2 and DENV2 CPE rescue -9.7.
`COc1cccc(NC(=O)Cn2cnc3c(oc4nc5c(cc43)CCCC5)c2=O)c1` gave S100A4 inh HTS -8.6, ERp5 block 3.7, PglD inh 4.7, SIRT5 block -0.8, C2C12 statin -16.3 and DENV2 CPE rescue 4.5.
O=C(c1cc(COc2ccc(F)cc2Cl)on1)N1CCc2sccc2C1 was read as S100A4 inh HTS -5.7, ERp5 block 4.0, PglD inh -6.3, SIRT5 block 4.3, C2C12 statin -3.1 and DENV2 CPE rescue -0.7.
For COc1ccc(CCNC(=O)COC(=O)c2ccccc2NCCO)cc1OC the results were S100A4 inh HTS -2.7, ERp5 block 2.1, PglD inh 4.7, SIRT5 block -25.4, E-sel inducer 1.6, C2C12 statin 10.9 and DENV2 CPE rescue 17.8.
`CCOCCCNC(=O)c1cccc(NC(=O)C2=C(C)OCCS2)c1` gave S100A4 inh HTS -0.6, ERp5 block -0.6, PglD inh 1.6, SIRT5 block -3.5, E-sel inducer 18.7, C2C12 statin 17.1 and DENV2 CPE rescue -7.1.
For CCN1[C@H](C(=O)NCc2cccc(OC)c2)[C@@H](CO)[C@@H]2Cn3c(ccc(C4=CCCC4)c3=O)[C@@H]21 the results were S100A4 inh HTS -12.6, ERp5 block 1.5, PglD inh -1.2, SIRT5 block -0.1, E-sel inducer -0.7, C2C12 statin 1.5 and DENV2 CPE rescue 1.9.
Screening O=C(Nc1ccccc1)Nc1cccn(Cc2c(F)cccc2Cl)c1=O returned S100A4 inh HTS 3.5, ERp5 block -4.4, SIRT5 block -3.4, E-sel inducer -0.9 and DENV2 CPE rescue -1.1.
For CCCCc1nc2ccccc2n1Cc1nnc2n1-c1ccccc1SC2 the results were S100A4 inh HTS -1.7, ERp5 block -4.5, PglD inh -3.0, SIRT5 block -1.6 and C2C12 statin -2.5.
For COc1ccc(C2CC(c3ccccc3)=NN2C(=O)COC(=O)c2ccc(S(C)(=O)=O)cc2)cc1 (stereo not given) the results were S100A4 inh HTS 12.7, ERp5 block 1.9, PglD inh -0.9, SIRT5 block 6.1, E-sel inducer 0.8, C2C12 statin 7.5 and DENV2 CPE rescue 5.6.
Screening O=C(CNc1cccc([N+](=O)[O-])c1)N/N=C/c1ccc([N+](=O)[O-])o1 returned S100A4 inh HTS -0.1, ERp5 block 1.5, PglD inh 2.8, SIRT5 block 0.6, C2C12 statin 9.4 and DENV2 CPE rescue -6.9.
For CO[C@H]1CN(C)C(=O)c2ccc(NC(=O)C3CCCC3)cc2OC[C@H](C)NC[C@H]1C the results were S100A4 inh HTS -7.2, ERp5 block 3.6, PglD inh 1.8, SIRT5 block -1.2, E-sel inducer 0.1, C2C12 statin 0.3 and DENV2 CPE rescue -8.3.
O=C(N/N=C/c1ccco1)c1ccc(NC(=O)c2ccccc2Cl)cc1 was read as S100A4 inh HTS -1.3, ERp5 block -3.5, SIRT5 block 1.5 and DENV2 CPE rescue -4.7.
CN(CC(=O)Nc1ccc(F)c(F)c1F)C(=O)CCN1C(=O)C2CC=CCC2C1=O (stereo not given) was read as S100A4 inh HTS 4.1, ERp5 block 2.4, PglD inh -2.2, E-sel inducer 0.1, C2C12 statin -1.7 and DENV2 CPE rescue 7.7.
Screening COc1cc(NS(=O)(=O)c2ccc(NC(=S)NC(=O)/C=C/c3ccc(F)cc3)cc2)ncn1 returned S100A4 inh HTS -2.4, ERp5 block 1.8, SIRT5 block -4.3, E-sel inducer -0.3, C2C12 statin 4.7 and DENV2 CPE rescue -1.7.
`Cc1ccc(S(=O)(=O)N(C)C[C@@H]2Oc3ccc(NS(=O)(=O)c4ccc(F)cc4)cc3CC(=O)N([C@@H](C)CO)C[C@H]2C)cc1` gave S100A4 inh HTS 8.7, ERp5 block 1.1, PglD inh 1.4, SIRT5 block 1.8, E-sel inducer 0.0, C2C12 statin 49.6 and DENV2 CPE rescue -3.7.
`O=C(NC1CCCC1)N1CC2(C1)[C@H](c1ccccc1)[C@H](CO)N2CC1CCCC1` gave S100A4 inh HTS 12.5, ERp5 block 4.8, SIRT5 block 0.2, E-sel inducer 0.0 and DENV2 CPE rescue 10.4.
For CCOC(=O)NC(=S)c1ccc[nH]1 the results were S100A4 inh HTS -2.3, ERp5 block -0.7, PglD inh -1.4, SIRT5 block 4.9, C2C12 statin 8.6 and DENV2 CPE rescue 1.3.
OCCNc1nc(Nc2ccccc2Cl)nc(N2CCCC2)n1 was read as S100A4 inh HTS 26.9, ERp5 block -3.9, PglD inh -2.5, E-sel inducer 0.1, C2C12 statin 6.1 and DENV2 CPE rescue -0.5.
For CC(C)C(=O)Nc1ccc2c(c1)C(=O)N(C)[C@@H]1CC[C@H](CC(=O)N[C@@H](C)c3ccccc3)O[C@H]1CO2 the results were PglD inh -2.1, E-sel inducer 0.0, C2C12 statin -16.9 and DENV2 CPE rescue 0.8.
Screening O=C(Nc1ccccc1)N1CCCCN2[C@@H](CO)[C@@H](c3ccc(C#Cc4ccccc4)cc3)[C@@H]2C1 returned S100A4 inh HTS 6.5, ERp5 block -4.0, PglD inh -3.4, SIRT5 block 2.6, E-sel inducer 0.1 and DENV2 CPE rescue 0.0.
For O=C(Nc1cccnc1Cl)c1cccs1 the results were S100A4 inh HTS -3.8, ERp5 block 3.6, PglD inh 1.8, SIRT5 block -4.0, C2C12 statin 7.5 and DENV2 CPE rescue 1.7.
`Cc1ccc(S(=O)(=O)C2CCCCC2=O)cc1` (stereo not given) gave S100A4 inh HTS -0.4, ERp5 block 3.3, SIRT5 block -3.6, E-sel inducer -0.1 and DENV2 CPE rescue -3.2.
For CCc1nc(N2CCN(C(=O)c3ccccc3)CC2)c2c3c(sc2n1)CCCC3 the results were S100A4 inh HTS -9.2, ERp5 block 0.8, PglD inh 3.8, SIRT5 block 1.1, E-sel inducer 0.1, C2C12 statin 12.7 and DENV2 CPE rescue 1.4.
`CC(C)NC(=O)N1[C@H](C(=O)NC2CCC2)[C@@H](CO)[C@@H]2Cn3c(ccc(-c4ccccc4F)c3=O)[C@@H]21` gave S100A4 inh HTS -6.1, ERp5 block -0.7, PglD inh 2.0, SIRT5 block -12.4, E-sel inducer -0.2, C2C12 statin -29.1 and DENV2 CPE rescue -1.2.
CC(C)NC(=O)CN(C(=O)CCC(=O)Nc1nccs1)c1ccc2c(c1)OCO2 was read as S100A4 inh HTS 8.4, ERp5 block -1.6, PglD inh -3.4, SIRT5 block 3.6, E-sel inducer 0.2 and DENV2 CPE rescue -4.3.
For CNc1cncc(-c2cccc(C(=O)N(C)C)c2)n1 the results were S100A4 inh HTS -4.3, ERp5 block 12.3, PglD inh 1.8, E-sel inducer -0.2, C2C12 statin 1.3 and DENV2 CPE rescue -6.4.
Screening CC(C)c1ccc(CNc2ccc3c(c2)ncn3C)cc1 returned S100A4 inh HTS -3.9, ERp5 block 2.2, PglD inh -1.8, SIRT5 block -3.5, E-sel inducer 1.3, C2C12 statin -12.8 and DENV2 CPE rescue 3.5.
For COc1ccc(NC(=O)C/C(C)=N/NC(=O)c2ccccn2)c(OC)c1 the results were S100A4 inh HTS -12.6, ERp5 block -1.2, PglD inh -6.0, SIRT5 block 1.6 and DENV2 CPE rescue 1.8.
